# Assay outcomes (PubChem)
# Tb PFK inh: blocks T. brucei phosphofructokinase. T. brucei PFK, ADP-Glo luminescence. Potency, µM (highest dose often 57.5 µM), for inactives: at the highest dose activity, negative = inhibition, hits mostly inhibitors. 330,000 tested, 0.17% active;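 also: potency is read from the fitted curve at half-maximal effect; 0% = uninhibited 1x PFK enzyme wells and -100% = no-enzyme wells; nearly all actives have a fitted effect of over 60% in size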
# Target sequence (O15648 whole entry, looked up): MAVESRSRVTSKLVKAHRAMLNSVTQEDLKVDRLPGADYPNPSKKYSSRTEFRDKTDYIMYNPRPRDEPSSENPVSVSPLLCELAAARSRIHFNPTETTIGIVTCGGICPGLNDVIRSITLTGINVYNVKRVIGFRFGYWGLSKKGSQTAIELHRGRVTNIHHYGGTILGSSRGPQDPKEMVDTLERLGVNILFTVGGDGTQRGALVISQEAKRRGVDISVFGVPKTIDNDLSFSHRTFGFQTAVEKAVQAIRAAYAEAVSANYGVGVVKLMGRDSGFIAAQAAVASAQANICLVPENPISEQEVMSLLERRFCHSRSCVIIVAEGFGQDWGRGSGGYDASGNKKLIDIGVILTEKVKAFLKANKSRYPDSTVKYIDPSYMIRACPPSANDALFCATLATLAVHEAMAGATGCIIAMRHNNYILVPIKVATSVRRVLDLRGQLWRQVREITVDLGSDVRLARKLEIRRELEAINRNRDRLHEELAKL
#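 ADP-Glo luminescence quantified ADP after 45 min at room temperature, with 1.25 nM T. brucei PFK, 0.1 mM ATP and 0.5 mM fructose-6-phosphate in pH 8.0 TEA buffer. qHTS titrations up to 57 µM; curves classified by quality.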
# KCNH2 3.1 inh: blocks the human KCNH2 3.1 channel isoform; U2OS KCNH2 3.1, thallium flux FluxOr; hits give low values; activity change, % (tested at about 1.8 µM); 340,000 tested, 0.95% active;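 active = maximum activity change below -70%; inconclusive = maximum activity change from -70% to -50%; inactive = maximum activity change above -50%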;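 also: thallium influx rate constant from kinetic fluorescence after stimulation buffer; % is scaled to controls: 0 for no effect and ±100 for the full control effect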
#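 We transduce U2OS cells with the mutant 3.1 virus, culture them overnight, load FluxOr with Red40 quencher for 45 min, then add stimulation buffer and read kinetically for 2 min to derive a normalized rate constant.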
# RORg inh: inhibitors of mouse ROR gamma transcriptional activity. P51450. Drosophila S2 Gal4-RORgamma UAS-luciferase reporter, 20 h. Potency, µM (doses to about 53.6 µM), for the others: at the top dose activity change, negative = inhibition, usual class: inhibitors. 310,000 tested, 5.4% active; also: potency is read from the fitted curve at half-maximal effect; % is scaled to controls: 0 for no effect and ±100 for the full control effect; nearly all actives have a fitted effect of over 60% in size
# Target sequence (P51450 whole entry, looked up, the tested form may be a part): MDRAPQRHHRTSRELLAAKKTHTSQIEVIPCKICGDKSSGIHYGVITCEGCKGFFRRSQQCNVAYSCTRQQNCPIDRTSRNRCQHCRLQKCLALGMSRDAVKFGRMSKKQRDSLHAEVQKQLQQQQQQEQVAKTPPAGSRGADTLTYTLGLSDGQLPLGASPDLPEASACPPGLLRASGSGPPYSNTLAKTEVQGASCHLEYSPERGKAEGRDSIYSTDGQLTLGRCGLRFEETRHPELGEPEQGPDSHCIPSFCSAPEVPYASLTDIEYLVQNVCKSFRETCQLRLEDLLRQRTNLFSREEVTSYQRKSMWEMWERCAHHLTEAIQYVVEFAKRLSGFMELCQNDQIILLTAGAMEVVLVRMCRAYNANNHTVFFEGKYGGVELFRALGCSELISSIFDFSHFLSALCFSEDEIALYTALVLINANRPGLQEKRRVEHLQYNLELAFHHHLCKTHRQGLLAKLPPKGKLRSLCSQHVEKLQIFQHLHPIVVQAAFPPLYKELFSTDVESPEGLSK
#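 Drosophila S2 cells stably expressing Gal4-DBD/mouse RORγ fusion under metallothionein promoter plus UAS-luciferase; compound 1 h, then 700 uM CuSO4 induction for 20 h at ambient temperature; inhibition read as reduced luminescence.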
# uPA surface inh: inhibitors of cell surface uPA generation. cell surface uPA generation assay, qHTS. 330,000 tested, 0.31% active. Potency, µM (titrated, usually from 38.3 µM), inactives show top-dose activity change, negative = inhibition, usual class: inhibitors; active = well fitted inhibition curve with a large enough effect; inconclusive = small, poorly fitted or top-dose-only effect; inactive = no such curve, though single readings can be large or run the other way; tested in mouse RAW 264.7 cells; also: potency is read from the fitted curve at half-maximal effect; % is scaled to controls: 0 for no effect and ±100 for the full control effect; nearly all actives have a fitted effect of over 55% in size
# FLuc counter: inhibits or activates purified firefly luciferase, miR-21 counter-screen | P08659 | purified FLuc, Km substrates, luminescence inhibition | Potency, µM (top dose mostly 57.5 µM), for the others: at the top dose activity change, negative = inhibition, actives largely listed as inhibitors | 360,000 tested, 6.9% active;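 also: potency is read from the fitted curve at half-maximal effect; plate controls were vehicle for no effect and reference inhibitor for full effect; nearly all actives have a fitted effect of over 55% in size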
#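 Purified P. pyralis luciferase, 10 nM final, with Km-level 10 uM D-luciferin and 10 uM ATP in 50 mM Tris acetate pH 7.5, 10 mM Mg acetate, 0.01% Tween-20, 0.05% BSA; 6-point qHTS titration about 60 µM downward; luminescence read.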
# Rab9 prom act: activators of Rab9 promoter; Huh7 Rab9 promoter-luciferase reporter, luminescence, 24 h; Potency, µM (highest dose often 9.22 µM), for inactives: at the top dose activation, negative = inhibition, most hits filed as activators; 320,000 tested, 2.8% active; AID 485297; also: potency is read from the fitted curve at half-maximal effect; % of control where 0% means no effect; nearly all actives have a fitted effect of over 60% in size
#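 Luminescence from Amplite-detected luciferase (10 minutes, ambient) reports Rab9 promoter activation. Before that, stable Rab9-luciferase Huh7 cells (1500/well, reduced-serum OP-MEM I plus 10% FBS) were exposed to compound for 24 hours at 37C.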
# Giardia kill: kills Giardia lamblia; activity change, % at 7.66 µM, hits read low; 340,000 tested, 0.15% active; Giardia lamblia trophozoite viability; in the data active = activity change below about -80%; inconclusive = between about -30% and that limit;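 also: parasites exposed to compound for two days anaerobically before the ATP read; % is scaled to controls: 0 for no effect and ±100 for the full control effect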
#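 Giardia trophozoites, 100 cells per well, were exposed to compounds for 48 hrs at 37 deg C under anaerobic conditions; viability was then read as ATP content by bioluminescence after 15-30 min at room temperature.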
# Coupling enz: coupling enzyme interference in Giardia aldolase counter-screen; coupling enzyme system counterscreen, AmpLite Red fluorescence; activity change, negative = inhibition, % at 58.2 µM, hits read low; 290,000 tested, 0.67% active; in the data active = activity change below about -30%; also: % is scaled to controls: 0 for no effect and ±100 for the full control effect
#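 Counterscreen lacking aldolase: glyceraldehyde-3-phosphate coupling-enzyme reagent preincubated 10 min at RT with compound (at 57.5 uM final), then substrate/coupling system with AmpLite Red added; fluorescence read at 525/598 nm after 20 min RT.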
# ELG1 genotoxic: inducers of genotoxicity in HEK293T ELG1-luciferase cells; HEK293T ELG1-luciferase reporter, luminescence, 16 h; Potency, µM (highest dose often 46 µM), inactives show at the top dose activity change, positive = activation, most hits filed as activators; 330,000 tested, 1.3% active; AID 504466; also: potency is read from the fitted curve at half-maximal effect; % of control where 0% means no effect; nearly all actives have a fitted effect of over 60% in size
#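 Step 1: seed 2,000 HEK293T ELG1-luciferase cells per well. Step 2: add compound or DMSO, incubate 16 hr at 37 °C. Step 3: ONE-Glo, 30 min at room temperature, read luminescence.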
# Gal4-VP16 FLuc: counter-screen for ROR gamma inhibitors: Gal4-VP16 reporter | Potency, µM (series often up to 53.6 µM), without a hit: at the highest dose activity, negative = inhibition, hits mostly inhibitors | 310,000 tested, 3.5% active | Drosophila S2 Gal4-VP16 UAS-luciferase, luminescence, 20 h;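 also: Gal4-VP16 expression switched on by copper sulfate through the metallothionein promoter; potency is read from the fitted curve at half-maximal effect; % is scaled to controls: 0 for no effect and ±100 for the full control effect; nearly all actives have a fitted effect of over 50% in size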
# NPC1 promoter act: NPC1 promoter activation | Huh7 NPC1 promoter luciferase reporter, 24 h | 320,000 tested, 2.4% active | AID 485313 | Potency, µM (doses to about 9.22 µM), inactives show at the top dose activation, hits mostly activators;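 also: potency is read from the fitted curve at half-maximal effect; % of control where 0% means no effect; nearly all actives have a fitted effect of over 60% in size; reporter is driven by a mutant NPC1 promoter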
#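 Cells: Huh7 expressing luciferase under the NPC1 promoter, 1500/well. Seeded 2 h, compound added, incubated 24 h at 37 °C. Luciferase reagent, 10 min ambient, then luminescence.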
# * hit, by the source's call; ? = inconclusive; . = no result given; & = joins results of further samples; [ ] = remark or other dose. Unless noted, calls follow the shape of the dose curve; as a rule, active = well fitted curve in the direction sought with a large enough effect; inconclusive = small, poorly fitted or top-dose-only effect, or another doubt; inactive = no such curve, though single readings can be large; an effect the other way counts as inactive or inconclusive.
SMILES,Tb PFK inh,KCNH2 3.1 inh,RORg inh,uPA surface inh,FLuc counter,Rab9 prom act,Giardia kill,Coupling enz,ELG1 genotoxic,Gal4-VP16 FLuc,NPC1 promoter act
COc1ccc([N+](=O)[O-])cc1NC(=O)c1ccccc1N(C)S(C)(=O)=O,-3%,-6,10%,2%,0%,-10%,13,-1,-2%,1%,-3%
O=C(OCC(=O)N1CCCCC1)c1cc(S(=O)(=O)N2CCOCC2)c(Cl)cc1Cl,2%,9,.,-6%,.,.,-11,.,12%,.,.
COc1ccc(C(=O)NCCS(=O)(=O)N2CCC3(CC2)OCCO3)cc1,3%,1,.,0%,0%,2%,29,.,4%,.,-1%
CCn1c(SCc2nc(-c3ccc(Cl)cc3)no2)nnc1-c1ccco1,17%,-29,?,2%,?,0%,7,1,-4%,6%,0%
CCOC(=O)CSc1ncc(-c2cccc(Cl)c2)cn1,1%,-12,3%,.,-12%,0%,15,4,-1%,-7%,-3%
Cc1nnc(Sc2nc3c(c(=O)n(C)c(=O)n3C)n2Cc2ccc(Cl)cc2)s1,0%,-1,?,1%,0%,-5%,5,4,2%,1%,-8%
CCN(CC)c1ccc(/C=N/NC(=O)CNC(=O)c2ccccn2)cc1,0%,5,17%,4%,?,-2%,5,-3,4%,21%,3%
CCCCC(=O)N=c1sc2cc(S(C)(=O)=O)ccc2n1C,1%,7,?,-1%,-1%,7%,-24,0,6%,11%,1%
O=C(COC(=O)C1CC2C=CC1C2)NCc1ccc(F)cc1 (stereo unspecified),-3%,14,-4%,0%,-2%,3%,25,0,0%,0%,-1%
COc1ccc(CN2C(=O)c3oc4ccccc4c(=O)c3C2c2ccc(O)c(OC)c2)cc1 (stereo unspecified),4%,7,-35%,-1%,-1%&-2%,-3%,10,0,12%,-10%,-7%
CCO[C@@H]1OC(C(=O)O)=C[C@H](C)[C@H]1CCCO,4%,5,-42%,7%,3%,4%,2,2,1%,-7%,1%
Cc1ccc2c(c1)N(CCC(=O)NCCCN1CCCC1)C(=O)C(C)O2 (stereo unspecified),-4%,9,-18%,1%,-3%,2%,14,1,0%,-6%,-1%
CS(=O)(=O)c1ccc(Cl)c(NC(=O)CNC(=O)c2ccc3c(c2)OCO3)c1,3%,-1,.,5%,.,.,3,.,0%,.,.
C=CCN(Cc1cccc(OC)c1OC)S(=O)(=O)N(C)C,-5%,0,-21%,7%,-2%,-1%,-11,0,-2%,-17%,4%
CCn1cc(C2Nc3ccccc3C(=O)N2O)c(C)n1 (stereo unspecified),-8%,16,13%,-5%,-20%,0%,6,1,6%,?,-1%
Clc1ccc(SCCCCn2cncn2)cc1,11%,18,0%,-6%,-1%,0%,4,1,0%,11%,-3%
CC(NC(=O)NC1CCCCC1)C(c1cccs1)N1CCOCC1 (stereo unspecified),-1%,3,32%,-11%,9%,-4%,-15,1,0%,5%,0%
O=C(Cn1nnc(-c2cccs2)n1)NCc1cccs1,-6%,-5,-13%,3%,-4%,13%,18,2,0%,-7%,-3%
CNC(=S)Nc1ccc(Cc2ccncc2)cc1,-1%,-25,-22%,-8%,0%,-7%,-14,2,0%,-5%,1%
NC(=O)N/N=C/CCc1ccccc1,2%,-5,3%,1%,3%,-1%,1,0,0%,-3%,1%
N#Cc1ccc2c(c1)nc1ccccn12,2%,-13,14%,-1%,1%,-2%,-19,1,16%,-3%,-7%
COc1ccc(-n2nnnc2-c2cnc(N3CCCC3)nc2C(F)(F)F)cc1,0%,-14,?,-10%,-2%,-4%,13,1,-10%,?,-12%
COC(C(=O)Nc1ccc(C(N)=O)cc1)c1ccccc1 (stereo unspecified),2%,7,-1%,-4%,4%,-8%,?,4,-2%,-2%,1%
CCOC(=O)C1(CCc2ccccc2)CCN(C(=O)c2cnc(C)cn2)CC1,5%,10,-18%,1%,?,11%,-9,2,9%,30%,1%
COC(=O)c1c(O)cc(C(C)(C)C)n(-c2ccccc2)c1=O,-3%,20,17%,20%,2%,-5%,-22,2,-3%,-5%,-3%

# 3 compounds picked at random from those above:
SMILES,Tb PFK inh,KCNH2 3.1 inh,RORg inh,uPA surface inh,FLuc counter,Rab9 prom act,Giardia kill,Coupling enz,ELG1 genotoxic,Gal4-VP16 FLuc,NPC1 promoter act
Cc1ccc2c(c1)N(CCC(=O)NCCCN1CCCC1)C(=O)C(C)O2 (stereo unspecified),-4%,9,-18%,1%,-3%,2%,14,1,0%,-6%,-1%
CCn1cc(C2Nc3ccccc3C(=O)N2O)c(C)n1 (stereo unspecified),-8%,16,13%,-5%,-20%,0%,6,1,6%,?,-1%
N#Cc1ccc2c(c1)nc1ccccn12,2%,-13,14%,-1%,1%,-2%,-19,1,16%,-3%,-7%

# New compounds follow:
SMILES,Tb PFK inh,KCNH2 3.1 inh,RORg inh,uPA surface inh,FLuc counter,Rab9 prom act,Giardia kill,Coupling enz,ELG1 genotoxic,Gal4-VP16 FLuc,NPC1 promoter act
CCCc1cc(N2CCOCC2)n2nc(C)c(-c3ccccc3)c2n1,14%,10,0%,6%,5%,0%,24,2,-3%,0%,-3%
N#Cc1cc2c(nc1SCC(O)CS(=O)(=O)Cc1ccccc1)CCCC2 (stereo unspecified),13%,7,-3%,6%,1%[2.3 µM],0%,13,0,-8%,14%,0%
O=C(NC1CCCCC1)C(=S)NCc1ccccc1,0%,-5,20%,2%,21µM*,?,-2,-1,17%,-10%,?
COc1ccnc(CS(=O)c2nc3cc(C(O)(F)F)ccc3[nH]2)c1OC (stereo unspecified),-23%,2,29%,-5%,0%,12%,8,2,-3%,2%,1%
CN(C(=O)COC(=O)Cn1cnc2ccccc21)C1CCCCC1,0%,-16,.,-17%,.,.,-15,.,0%,.,.
Cc1ccc(NC(=O)CSc2nnc(-c3cnccn3)n2Cc2ccco2)cc1,2%,-8,?,.,3%,1%,-1,5,0%,?,-1%
CCSc1nnc(NC(=O)c2ccc3nc[nH]c3c2)s1,?,11,.,3%,.,.,-10,.,?,.,.
C/C=C(/C)C(=O)OC1Cc2c(ccc3ccc(=O)oc23)OC1(C)C (stereo unspecified),2%,5,?,-1%,2%,-4%,1,2&-1,-11%,?,-5%
O=C(NCCn1cccn1)C1CCC(=O)N(CCc2cccc(F)c2)C1 (stereo unspecified),-11%,2,9%,6%,0%,-1%,-21,.,-5%,-8%,0%
COc1cc(C(C)=O)ccc1OCc1nnc(-c2ccccc2Br)o1,0%,19,-17%,-8%,-19%,23%,10,7,?,9%,19%
CCn1c(SCC(=O)NCc2ccccc2)nc2c(c1=O)SC(C)C2 (stereo unspecified),3%,12,37%,6%,10%,0%,-25,-7,-11%,-1%,0%
CSCC(=O)N1CCC(CCC(=O)NC2CC2)CC1,2%,-6,-10%,9%,1%,-4%,-7,1,3%,-2%,3%
CC(NC(=O)c1ccc(C(C)(C)C)cc1)C(c1cccs1)N1CCOCC1 (stereo unspecified),-5%,8,?,6%,1%,0%,3,-2,-3%,0%,1%
CCOc1ccc(N=Cc2c(O)cc(C)oc2=O)cc1,-1%,-8,-4%,8%,-18%,-5%,-7,1,-1%,22%,-2%
CCCCC(=O)NC(=S)Nc1cc([N+](=O)[O-])ccc1OC,0%,-4,10µM*,-6%,-1%,2%,6,0,-2%,-25%,-2%
CCOC(=O)c1cc2c(=O)n3ccccc3nc2n(Cc2ccccc2Cl)c1=N,1%,.,-20%,.,7%,-5%,.,2,3%,-6%,0%
COc1ccc(Nc2nc(N)nc(CSCCO)n2)cc1,-9%,-7,4%,-10%,?,3%,-14,0,?,8%,19%
O=C(Cn1cc([N+](=O)[O-])ccc1=O)N1CCc2ccccc21,0%,13,.,-3%,.,.,-22,.,1%,.,.

# Molecules listed so far that contain a thiophene ring, fused or not, in the order listed:
SMILES,Tb PFK inh,KCNH2 3.1 inh,RORg inh,uPA surface inh,FLuc counter,Rab9 prom act,Giardia kill,Coupling enz,ELG1 genotoxic,Gal4-VP16 FLuc,NPC1 promoter act
CC(NC(=O)NC1CCCCC1)C(c1cccs1)N1CCOCC1 (stereo unspecified),-1%,3,32%,-11%,9%,-4%,-15,1,0%,5%,0%
O=C(Cn1nnc(-c2cccs2)n1)NCc1cccs1,-6%,-5,-13%,3%,-4%,13%,18,2,0%,-7%,-3%
CC(NC(=O)c1ccc(C(C)(C)C)cc1)C(c1cccs1)N1CCOCC1 (stereo unspecified),-5%,8,?,6%,1%,0%,3,-2,-3%,0%,1%
